Screening data: PubChem BioAssay, Southern Research Specialized Biocontainment Screening Center
inhibitors of VEEV – inhibitors of VEEV TC-83 cytopathic effect, confirmation, Vero cells (AID 588727) | Vero cells, VEEV TC-83 cytopathic effect inhibition; higher % means a stronger effect | inhibition, % at 20 µM; hits with a dose series show IC50 in µM | hit rate 0.13% among 350,000; in the data active means a potency from the dose series; inconclusive means inhibition mostly from about 14% at the one dose, without a potency; inactive means the rest, 99 in 100 with inhibition below about 12%; further: strong numbers were not always called active
tuberculosis growth – growth inhibition of non-replicating M. tuberculosis (AID 488890) | Mycobacterium tuberculosis non-replicating, growth inhibition; higher % means a stronger effect | inhibition, % at 25 µM; hits with a dose series show IC50 in µM | hit rate 0.39% among 320,000; in the data active means a potency from the dose series; inconclusive means inhibition mostly from about 82% at the one dose, without a potency; inactive means the rest, 99 in 100 with inhibition below about 76%;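 further: plate controls were DMSO cells for no effect and high antibiotic wells for full effect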
H1N1 NS1A inhibition – H1N1 influenza NS1A inhibitors, functional cell based assay (AID 504329) | NS1A functional cell-based assay, percent inhibition; higher % means a stronger effect | hit rate 0.3% among 340,000 | inhibition, % at 12.5 µM, or IC50 in µM where a hit was titrated; in the data active means a potency from the dose series; inconclusive means inhibition above about 27% without an active follow-up result; further: strong numbers were not always called active
PhoP GFP inhibition – PhoP regulon inhibitors, Salmonella typhi PhoP promoter GFP reporter, confirmatory (AID 1850); Salmonella Typhi PhoP-promoter GFP reporter, fluorescence, 4 h; higher % means a stronger effect; inhibition, % at 50 µM, or IC50 in µM where a hit was titrated; hit rate 0.33% among 310,000; in the data active means a potency from the dose series; inconclusive means inhibition mostly from about 25% at the one dose, without a potency; inactive means the rest, 99 in 100 with inhibition below about 19%;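 further: 0% = induced wells with vehicle and 100% = uninduced wells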
H37Rv inhibition – M. tuberculosis growth inhibition, HTS (AID 449762). M. tuberculosis H37Rv growth inhibition, 7H9 media; higher % means a stronger effect. inhibition, % at 25 µM, or IC50 in µM where a hit was titrated. hit rate 0.59% among 330,000; in the data active means a potency from the dose series; inconclusive means inhibition above about 70% without an active follow-up result;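 further: bacterial growth assessed after seven days of incubation; strong numbers were not always called active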
inhibitors of VEEV 10K pilot screen – also measured in inhibitors of VEEV; calls as there; inhibition, %; measured here: 10K pilot screen inhibition
The depositor's hits bear a star; i = inactive; ? = inconclusive; · = no result given.

SMILES	inhibitors of VEEV	tuberculosis growth	H1N1 NS1A inhibition	PhoP GFP inhibition	H37Rv inhibition	others
COc1cc(C(=O)Nc2ccc3c(c2)OCO3)ccc1OCc1c(C)noc1C	3.0%	14%	-1%	1%	1%
Cc1cc(C(=O)CN2C(=O)C(=O)N(Cc3ccccc3)C2=O)c(C)n1CC1COc2ccccc2O1 (stereo not drawn)	4.8%	17%	1%	-5%	-4%
CC(=O)Nc1ccc(NC(=O)CN(c2cc(Cl)ccc2Cl)S(C)(=O)=O)cc1	0.1%	-13%	-6%	4%	1%
CCOCCCn1c(SCC(=O)NCc2ccc3c(c2)OCO3)nc2ccccc2c1=O	6.4%	16%	8%	-3%	8%
CCN(C(=O)COC(=O)c1ccccc1SCC(=O)N1CCCC1)C1CCS(=O)(=O)C1 (stereo not drawn)	0.6%	-4%	-17%	1%	-3%
COc1ccc(C(CNC(=O)CCNC(=O)c2ccccc2OC)N2CCCC2)cc1 (stereo not drawn)	2.3%	7%	-2%	1%	-2%
Cc1cccc2nc(COc3ccc(-c4ccccc4)cc3)cn12	·	21%	·	-2%	25%
CN(Cc1nc2ccccc2c(=O)[nH]1)C(=O)C1CC(=O)N(c2cccc3ccccc23)C1 (stereo not drawn)	4.5%	23%	-8%	·	-11%
Cc1cc(C)nc(N2CCC(C(=O)NCCc3ccc(Cl)cc3)CC2)n1	1.5%	13%	0%	9%	0%
COC(=O)c1ccc(NC(=O)C2CCCN2C(=O)OCc2ccccc2)cc1 (stereo not drawn)	0.7%	12%	2%	13%	3%
Cn1c(N)c(C(=O)COC(=O)c2ccc(OC(F)F)cc2)c(=O)n(C)c1=O	6.9%	4%	-6%	·	-4%
Cc1c(Cl)c([N+](=O)[O-])nn1CCCC(=O)Nc1cccnc1	0.6%	-4%	-3%	6%	-1%
Cn1cc(S(=O)(=O)N2CCC3(CC2)OCCO3)c(=O)n(C)c1=O	1.6%	-14%	-5%	-5%	0%
CC1CCN(S(=O)(=O)c2ccc3c(c2)N(CC(=O)NCCCN2CC(C)CC(C)C2)C(=O)CS3)CC1 (stereo not drawn)	i	20%	-4%	-1%	-7%
O=C(NC1=NCCS1)C1CC(=O)N(c2ccccc2)C1 (stereo not drawn)	8.3%	0%	-6%	-3%	4%

Overlap with the part before: three entries; new compounds follow.
SMILES	inhibitors of VEEV	tuberculosis growth	H1N1 NS1A inhibition	PhoP GFP inhibition	H37Rv inhibition	others
Cn1cc(S(=O)(=O)N2CCC3(CC2)OCCO3)c(=O)n(C)c1=O	1.6%	-14%	-5%	-5%	0%
CC1CCN(S(=O)(=O)c2ccc3c(c2)N(CC(=O)NCCCN2CC(C)CC(C)C2)C(=O)CS3)CC1 (stereo not drawn)	i	20%	-4%	-1%	-7%
O=C(NC1=NCCS1)C1CC(=O)N(c2ccccc2)C1 (stereo not drawn)	8.3%	0%	-6%	-3%	4%
Cc1onc(-c2c(F)cccc2Cl)c1C(=O)c1ccc(F)cc1	1.2%	11%	·	7%	7%
O=C(Nc1cccc(C(=O)N2CCOCC2)c1)c1ccccc1Cl	4.9%	-10%	-2%	-5%	-9%
CCS(=O)(=O)N1CCN(C(=O)C(c2ccccc2)c2ccccc2)CC1	0.2%	3%	-8%	5%	0%
C=CCn1cc(-c2ccc(Cl)cc2)cc(C#N)c1=O	3.3%	-8%	8%	-3%	-5%
CC(C)(C)C(=O)Nc1nnc(CCc2ccccc2)s1	2.6%	44%	1%	3%	8%
FC(F)(F)c1cc(-c2ccco2)nc(-n2cnc3ccccc32)n1	i	·	-2%	-8%	·
COc1cccc(CNC(=O)c2cc(S(=O)(=O)N3CCOCC3)ccc2N2CCCC2)c1	6.3%	0%	-11%	·	-8%
COCCNC(=O)c1ccc(CS(=O)(=O)c2ccc(Cl)cc2)o1	i	-2%	-31%	-2%	1%
CC(C)CCn1c(=O)c2ccccc2n2c(CN3CCCC3)nnc12	0.6%	15%	-11%	7%	5%
Cc1cc(=O)nc2c3ccccc3n(C(C)C(=O)Nc3cc(F)ccc3F)n12 (stereo not drawn)	4.7%	-2%	-4%	7%	10%
COc1cccc(N2CCN(S(=O)(=O)c3cccc4nsnc34)CC2)c1	1.2%	9%	3%	-9%	-1%
CCOc1ccc(Oc2c(/C=N/NC(N)=O)c(C)nn2-c2ccccc2)cc1	7.6%	37%	3%	-5%	40%
COC(=O)[C@@H](N)Cc1ccc(O)c(O)c1	i	-4%	5%	-5%	2%
O=C(Nc1ccc2c(c1)OCCO2)C1CC(O)CN1C(=O)Nc1ccccc1 (stereo not drawn)	0.7%	-9%	8%	7%	-6%
Cc1cc(C(F)F)n2ncc(C(=O)N3CCC(C(N)=O)CC3)c2n1	0.5%	-5%	16%	9%	-3%

No new results follow: entries from further up.
SMILES	inhibitors of VEEV	tuberculosis growth	H1N1 NS1A inhibition	PhoP GFP inhibition	H37Rv inhibition	others
Cc1onc(-c2c(F)cccc2Cl)c1C(=O)c1ccc(F)cc1	1.2%	11%	·	7%	7%
O=C(Nc1cccc(C(=O)N2CCOCC2)c1)c1ccccc1Cl	4.9%	-10%	-2%	-5%	-9%
CCS(=O)(=O)N1CCN(C(=O)C(c2ccccc2)c2ccccc2)CC1	0.2%	3%	-8%	5%	0%

(cont.)
SMILES	inhibitors of VEEV	tuberculosis growth	H1N1 NS1A inhibition	PhoP GFP inhibition	H37Rv inhibition	others
Cc1nc2ccccn2c1-c1csc(Nc2ccc(C(=O)O)cc2)n1	i	-4%	-23%	-3%	15%
Cn1cc(CNCCN2CCCCC2=O)c(-c2cccc(Cl)c2)n1	i	7%	11%	-7%	-11%	inhibitors of VEEV 10K pilot screen=0.2
CC(CC(C)(C)N1CC1)=NO	i	·	-5%	·	·
CC1Cc2ccccc2N1Cc1cc(=O)c(OCC(=O)NCCc2ccccc2)co1 (stereo not drawn)	6.4%	3%	4%	4%	0%
COc1ccc(N(CN2C(=O)C3C4C=CC(C4)C3C2=O)C(=O)c2ccco2)cc1 (stereo not drawn)	0.5%	4%	-1%	-17%	4%
CCN(CC)CCNC(=O)C(Cl)=C1C(Cl)=C(Cl)C(Cl)=C1Cl	5.5%	·	-2%	·	·
C/C(=N\O)C(=O)NCCN(C)C	1.6%	-19%	2%	0%	-3%
Cc1ccc(NC(=O)CCc2c(C)nn(-c3ccc(N4CCOCC4)nn3)c2C)cc1C	1.9%	11%	6%	-5%	-5%
NC(=O)C1=NOC(CNc2ncc(C(F)(F)F)cc2Cl)C1 (stereo not drawn)	0.3%	14%	6%	-4%	1%
Nc1cccc(-n2nncc2-c2ccccc2)c1	5.0%	1%	8%	-5%	-10%
CC1(C)Cc2ccccc2-c2nnc(-c3cccnc3)n21	i	-6%	21%	-5%	-6%
Cc1cccc(NC(=S)NNC(=O)c2csc(C(C)C)c2)c1	2.4%	6%	-11%	1%	-13%
CC(=O)Nc1cc2c3c(cccc3c1)-c1ccccc1-2	1.4%	·	-29%	·	·
COc1cc(NC(=O)C/C(C)=N/NC(=O)Cc2ccc(Cl)cc2)c(OC)cc1Cl	0.2%	-3%	-4%	4%	-3%
CCn1cc([N+](=O)[O-])c(=O)c2cc(F)c(N3CCOCC3)cc21	2.6%	-18%	-18%	-21%	4%
CC(C)NC(=O)COC(=O)c1ccccc1CSC1=NCCS1	2.0%	13%	2%	3%	9%
CC(OC(=O)c1cc2sccc2n1C)C(=O)NCc1cccs1 (stereo not drawn)	0.5%	-36%	-2%	5%	-8%
O=C(NCC1OCCc2ccccc21)c1cc(COc2c(F)cccc2F)on1 (stereo not drawn)	3.5%	0%	-3%	1%	33%
Cc1nc(NC(=O)COC(=O)[C@@H](NC(=O)c2ccco2)C(C)C)c(Cl)cc1Cl	0.6%	14%	-9%	·	-10%
COc1ccccc1C(=O)C1CCCN(C(=O)c2ccccc2C(C)=O)C1 (stereo not drawn)	i	·	4%	·	·
Cc1cc(C(=O)C(C)Cl)c(C)n1Cc1ccco1 (stereo not drawn)	3.4%	26%	-1%	10%	1%
CCCCCCCCCCCCS[C@H]1CS(=O)(=O)C[C@@H]1O	6.9%	35%	11%	1%	9%
Cc1ccc(-n2cc(-c3ccccc3)c3c(N4CCOCC4)ncnc32)cc1	?	·	4%	·	·
CC(=O)c1ccc(N2CCN(C(=O)c3cc(-c4ccncc4)nc4ccc(Cl)cc34)CC2)cc1	6.5%	3%	10%	-8%	7%
O=C(Cn1c(=O)c2ccccc2n(CC(=O)N2CCCCC2)c1=O)N1CCCCC1	1.0%	-13%	-4%	11%	4%
CS(=O)(=O)N(CCc1ccccc1)CC(=O)N1CCc2ccccc2C1	0.0%	7%	-4%	-16%	1%
COc1ccc(N=C2SCC(c3ccc(C)cc3)=NN2CCO)cc1	4.8%	8%	14%	22%	-5%
O=C(Cn1c(C(F)(F)F)nc2ccccc21)Nc1ccccc1N1CCOCC1	4.6%	14%	-67%	12%	-4%
Cc1cc(O)c(NC(=O)c2cc([N+](=O)[O-])ccc2Cl)cc1C	4.5%	32%	7%	4%	11%
CN1C(=S)SC(/[N+]([O-])=C\c2ccccc2)C1(C)C (stereo not drawn)	i	-9%	2%	1%	-3%
O=C1NC(=O)C2(CCCC2C(=O)O)N1 (stereo not drawn)	0.7%	·	-15%	·	·
COc1ccc(NS(=O)(=O)c2ccc(NC(=O)c3ccc(CN4CCOCC4)cc3)cc2)cc1	1.4%	5%	4%	8%	3%
CCCCN(CC)C(=O)c1cc2cc3ccc(Cl)cc3nc2o1	0.4%	?	19%	1%	49%
CCOC(=O)CSc1nc2c(sc(=S)n2-c2ccccc2OC)c(=O)n1-c1ccccc1OC	0.8%	25%	-4%	-10%	9%
CCOC(=O)C(CC)Sc1ncnc2c1nnn2-c1ccc(F)cc1 (stereo not drawn)	1.7%	?	-4%	-31%	-6%
COc1ccc(N(CC(=O)Nc2cccc(C(F)(F)F)c2)S(=O)(=O)c2c(C)[nH]c(=O)[nH]c2=O)cc1	1.2%	-2%	4%	2%	-8%
COc1ccccc1N1CCN(C(CNC(=O)Oc2ccccc2)c2cccnc2)CC1 (stereo not drawn)	1.8%	1%	2%	-4%	-2%

5 compounds from above, ordered by count of non-hydrogen atoms, descending:
SMILES	inhibitors of VEEV	tuberculosis growth	H1N1 NS1A inhibition	PhoP GFP inhibition	H37Rv inhibition	others
COc1ccc(N(CC(=O)Nc2cccc(C(F)(F)F)c2)S(=O)(=O)c2c(C)[nH]c(=O)[nH]c2=O)cc1	1.2%	-2%	4%	2%	-8%
O=C(NCC1OCCc2ccccc21)c1cc(COc2c(F)cccc2F)on1 (stereo not drawn)	3.5%	0%	-3%	1%	33%
CCOc1ccc(Oc2c(/C=N/NC(N)=O)c(C)nn2-c2ccccc2)cc1	7.6%	37%	3%	-5%	40%
NC(=O)C1=NOC(CNc2ncc(C(F)(F)F)cc2Cl)C1 (stereo not drawn)	0.3%	14%	6%	-4%	1%
CC(C)(C)C(=O)Nc1nnc(CCc2ccccc2)s1	2.6%	44%	1%	3%	8%
